Compound activity: PubChem, National Center for Advancing Translational Sciences (NCATS)
D1 PAM – potentiators of human D1 dopamine receptor | P21728 | HEK293 TREx D1 cells, calcium flux, dopamine EC20 potentiation | potentiation, % at 10 µM | 360,000 compounds, 0.036% hits; in the data active means potentiation above about 30%; further: 0% is about no effect
LDHA block – inhibitors of human lactate dehydrogenase A | purified LDHA, NADH/diaphorase-resazurin fluorescence; hits give low values | activity change, % (values are at about 110 or 230 µM) | 480,000 compounds, 0.15% hits | AID 1347041; in the data active means activity change below about -30%; inconclusive means mostly about -25% to -30%;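 further: plate controls were DMSO wells for no effect and wells without enzyme for full effect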
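Human LDH5 (2 nM) was incubated with 0.06 mM NADH and 0.2 mM pyruvate for 5 min at room temperature in Tris pH 7.4. Remaining NADH was coupled through diaphorase/resazurin, and resorufin fluorescence was read at 0 and 20 min.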
D1 agonist – human D1 receptor agonism | P21728 | HEK293 T-REx D1 cells, calcium flux, agonist mode | activation, % at 2 µM | 360,000 compounds, 1% hits | AID 504660; in the data active means activation above about 30%; further: 0% is about no effect
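Agonism was scored from calcium flux recorded over 180 s (1 read/s) after pintool compound addition, following a 10-cycle baseline. Cells were inducible force-coupled HEK293 TREx D1, plated overnight at 30 C and loaded with no-wash calcium dye.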
D2 PAM – positively modulates the human D2 dopamine receptor allosterically; P14416; AID 485347; potentiation, % at 10 µM; 340,000 compounds, 0.34% hits; HEK293 T-REx D2, calcium flux, EC20 dopamine potentiation;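 active means potentiation over 3 SD above the plate norm, cut at about 30% in these data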; further: 0% is about no effect
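Tetracycline-induced HEK293 T-REx cells force-coupled to calcium signalling expressed D2; compounds were pin-added after a 10 s baseline, read kinetically 180 s, then an EC20 dopamine challenge followed with a further 180 s calcium read.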
D1 antag – human D1 dopamine receptor antagonism; HEK293 TREx D1 cells, calcium flux, dopamine EC80; hits give low values; activity change, negative = inhibition, % at 10 µM; 360,000 compounds, 3.2% hits; AID 504652; in the data active means activity change below about -30%; further: on the % scale 0 is the no-effect control and ±100 the full control effect
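HEK293 T-REx cells expressing inducible, force-coupled D1 receptor; no-wash Ca dye, 30–90 min RT. Cmpd → 180 s read at 1 Hz → EC80 DA → 180 s read.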
Vif-A3F inh – inhibitors of Vif-A3F interaction. Potency, µM (series often up to 46.1 µM), for inactives: at the top dose activity, negative = active. 390,000 compounds, 0.2% hits. HeLa A3F-eYFP + Vif (tagged APOBEC3F with the HIV-1 protein that degrades it), YFP fluorescence increase; further: potency means the concentration at half of the fitted maximal effect; % of control where 0% means no effect; nearly all actives have a fitted effect of over 65% in size
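HeLa cells stably expressing A3F-eYFP plus Vif, plated and incubated overnight at 37 deg C, then exposed to compounds overnight at 37 deg C. Blocked degradation read as raised yellow fluorescence (Ex 488/Em 500-530).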
Vif-APOBEC3G blk – blocks the Vif interaction with human APOBEC3G. Q9HC16. HeLa A3G-eYFP + Vif (tagged APOBEC3G with the HIV-1 protein that degrades it), YFP fluorescence, overnight. Potency, µM (doses to about 46.1 µM), inactives show at the top dose activity, negative = active, actives largely listed as inhibitors. 410,000 compounds, 0.076% hits. AID 602310;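 further: potency means the concentration at half of the fitted maximal effect; on the % scale 0 is the no-effect control and ±100 the full control effect; nearly all actives have a fitted effect of over 60% in size; hits raise eYFP signal because A3G escapes Vif-driven loss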
Target sequence (Q9HC16 whole entry, looked up): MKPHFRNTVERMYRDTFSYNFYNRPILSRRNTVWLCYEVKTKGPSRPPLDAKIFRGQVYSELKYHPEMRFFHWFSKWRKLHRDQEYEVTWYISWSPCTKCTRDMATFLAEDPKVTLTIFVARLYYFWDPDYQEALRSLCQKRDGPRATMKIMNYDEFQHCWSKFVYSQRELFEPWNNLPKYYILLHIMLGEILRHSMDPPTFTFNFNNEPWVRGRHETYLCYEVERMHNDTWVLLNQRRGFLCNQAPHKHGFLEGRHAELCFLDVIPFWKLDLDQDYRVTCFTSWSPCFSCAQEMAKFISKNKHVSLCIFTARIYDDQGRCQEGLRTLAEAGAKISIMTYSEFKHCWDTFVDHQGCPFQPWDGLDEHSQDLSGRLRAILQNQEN
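HeLa cells stably expressing Vif and C-terminally eYFP-tagged A3G, seeded overnight at 37 deg C, then exposed to compound by pintool overnight at 37 deg C. Rise in yellow fluorescence (Ex 488/Em 500-530, Acumen) marks blocked Vif-driven A3G degradation.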
RXFP1 agonist – activates the human relaxin receptor RXFP1; HEK293T-RXFP1 cAMP TR-FRET, 30 min; response scale: percent of porcine relaxin response, buffer zero; Potency, µM (series often up to 57.5 µM), for inactives: at the highest dose activation, hits mostly activators; 370,000 compounds, 0.3% hits; AID 2676; further: potency means the concentration at half of the fitted maximal effect; on the % scale 0 is the no-effect control and ±100 the full control effect; nearly all actives have a fitted effect of over 60% in size; many of its hits are not listed in these tables
Target sequence (Q9HBX9 whole entry, looked up): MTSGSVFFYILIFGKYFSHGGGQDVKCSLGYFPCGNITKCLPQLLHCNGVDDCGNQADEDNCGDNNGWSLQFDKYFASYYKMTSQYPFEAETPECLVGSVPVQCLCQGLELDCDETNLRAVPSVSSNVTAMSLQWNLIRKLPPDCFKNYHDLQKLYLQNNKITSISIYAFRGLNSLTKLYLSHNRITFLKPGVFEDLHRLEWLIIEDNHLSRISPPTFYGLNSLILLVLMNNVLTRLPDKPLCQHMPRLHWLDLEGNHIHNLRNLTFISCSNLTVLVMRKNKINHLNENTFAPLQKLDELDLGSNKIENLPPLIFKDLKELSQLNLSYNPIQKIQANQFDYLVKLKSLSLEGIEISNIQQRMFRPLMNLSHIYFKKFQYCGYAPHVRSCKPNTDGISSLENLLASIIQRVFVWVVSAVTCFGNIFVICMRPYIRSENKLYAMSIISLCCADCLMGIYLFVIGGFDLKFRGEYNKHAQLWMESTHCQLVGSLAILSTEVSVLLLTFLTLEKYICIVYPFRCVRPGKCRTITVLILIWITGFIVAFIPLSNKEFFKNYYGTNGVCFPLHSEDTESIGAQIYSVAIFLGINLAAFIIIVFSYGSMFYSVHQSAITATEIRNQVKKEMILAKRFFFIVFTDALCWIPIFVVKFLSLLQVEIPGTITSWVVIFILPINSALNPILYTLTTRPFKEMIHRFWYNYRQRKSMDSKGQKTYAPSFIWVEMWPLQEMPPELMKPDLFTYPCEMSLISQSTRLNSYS
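HEK293T cells stably expressing RXFP1 were pretreated with the PDE4 inhibitor Ro 20174, exposed to compounds for 30 min at 37C, lysed, and cAMP was read by TR-FRET. Data normalized to buffer (basal) and 29 nM porcine relaxin (100%).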
GRP78 ERSR act – induces the endoplasmic reticulum stress response in human glioma cells | U87-MG GRP78 promoter luciferase reporter, 16 h | Potency, µM, without a hit: at the top dose activation, most hits filed as activators | 420,000 compounds, 0.02% hits; further: potency means the concentration at half of the fitted maximal effect; series mostly up to about 76 µM; % of control where 0% means no effect; nearly all actives have a fitted effect of over 35% in size
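ERSR induction read as luciferase luminescence (Bright-Glo, 10 min at room temperature) in stably transfected human U87-MG glioma cells exposed to compounds for 16 h, using GRP78 as sensor.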
Active calls of the source: *; u = inconclusive; x = no result given; & = joins results of further samples. Unless noted, the call rests on the fitted dose curve; in most records, active means well fitted curve in the direction sought with a large enough effect; inconclusive means small, poorly fitted or top-dose-only effect, or another doubt; inactive means no such curve, though single readings can be large; an effect the other way counts as inactive or inconclusive. The list is partial (hit frequency here may not be typical).

SMILES	D1 PAM	LDHA block	D1 agonist	D2 PAM	D1 antag	Vif-A3F inh	Vif-APOBEC3G blk	RXFP1 agonist	GRP78 ERSR act
CCOc1ccc(-n2c(Cc3ccccc3)nnc2SCc2nc(-c3cccs3)no2)cc1	2	-1	20	-9	-11	3%	1%	0.8%	-3%
Cc1cc(N/N=C/c2c[nH]c3ccccc23)c2ccccc2n1	-3	-15	0	-9	-14	-7%	-5%	0.7%	-1%
COc1ccc(CCNC(=O)CCn2c(=O)c3ccccc3n(Cc3ccccc3)c2=O)cc1OC	0	-11	-3	-15	-4	-4%	0%	11%	-1%
O=C(NCCNC(=O)c1ccccc1Br)c1cccnc1	4	-3	1	x	-3	0%	-6%	-1.2%	3%
O=C(COC(=O)c1cc[n+]([O-])cc1)Nc1ccc(Cl)c(C(F)(F)F)c1	x	-1	x	x	x	-15%	-13%	x	2%
CCOC(=O)c1cccc(C(=O)Nc2nc3ccc(OC)cc3s2)n1	4	-14	0	3	4	-4%	3%	0.3%	-2%
Cc1nn(-c2ccccc2)c2c1C1(C(=O)N(C)c3ccccc31)N(c1ccccc1)C(=O)N2 (stereo not drawn)	-4	-1	0	3	-5	-1%	0%	0.2%	5%
O=C(NC1CCCCC1)C(c1cccnc1)N(C(=O)c1csnn1)c1ccccc1 (stereo not drawn)	-6	-14	-3	7	24	3%	3%	3.8%	-3%
CCc1ccc(N2C(=O)C3C4CCC(C4=C(C)C)C3C2=O)cc1 (stereo not drawn)	-7	-1	3	1	-1	-2%	0%	0.1%	-5%
CCc1cc(C(=O)OC)c(NC(=O)CC2Sc3ccc(C(F)(F)F)cc3NC2=O)s1 (stereo not drawn)	1	-4	5	x	4	8%	-1%	-0.7%	-2%
COC(=O)c1c(NC(=O)c2ccc(OC)cc2OC)sc2c1CCCCC2	-3	-5	0	5	5	3%	2%	0.4%	2%
Cc1ccc(CCNC(=O)c2coc3nc4ccccc4nc23)cc1	2	-3	0	-4	-7	u	-7%	17%	-3%
Cc1cc(C)c2c(CN3CCN(Cc4ccccc4)CC3)cc(=O)oc2c1C	2	1&1	0	-25	11	1%	5%	0.6%	-4%
O=C(CCCN1C(=O)/C(=C/c2ccccc2Cl)SC1=S)NNC(=O)c1ccc(Cl)cc1	-4	-1	0	19	-7	-14%	0%	0.8%	-18%
O=C(O)c1ccc(COc2ccccc2[N+](=O)[O-])o1	0	-10	1	-10	-11	-3%	1%	0.1%	-1%
CCOc1ccc(/C=N/NC(=O)Cc2csc(Nc3cccc(C(F)(F)F)c3)n2)c(OCC)c1	-5	1	0	16	-32*	4%	4%	-2.5%	-6%
CC(=O)c1cccc(NC(=O)NCCc2c[nH]c3ccccc23)c1	13	-7	5	-6	-12	4%	-1%	-1.4%	-2%
COc1cc(/C=N/NC(=O)C(Cc2c[nH]c3ccccc23)NC(=O)OCc2ccccc2)cc([N+](=O)[O-])c1O (stereo not drawn)	0	3	-1	-3	-21	10%	-4%	-1.1%	-2%
CC1CCN(c2ccc3nnc(CCC(=O)N4CCN(c5ccccc5F)CC4)n3n2)CC1	1	-1	1	-3	15	-11%	-1%	-0.6%	1%
CCC(=O)N1CCC2(CC1)Oc1ccc(Cl)cc1C(=O)C21CC(c2cccnc2)=NO1 (stereo not drawn)	-3	4	5	-5	3	-7%	-6%	1.6%	0%
Cc1cc(S(=O)(=O)N2CCc3ccccc3C2)ccc1F	-5	-3	1	6	-23	1%	-2%	2.1%	-4%
O=C(NC1CCN(S(=O)(=O)c2ccc(F)cc2)CC1)c1cccc(F)c1	-6	-11	0	5	-20	5%	5%	2.6%	-4%
O=S(=O)(NCCS(=O)(=O)N1CCN(c2ccc(F)cc2)CC1)c1ccccc1	x	-7	x	x	x	-8%	2%	x	-2%
O=C(NC1CCN(Cc2ccc3ccccc3c2)CC1)c1ccccc1	-7	0	16	-23	2	6%	-1%	2.3%	-1%
O=C(NC1CC1(c1ccccc1)c1ccccc1)c1ccccc1 (stereo not drawn)	x	-1	x	x	x	16%	-6%	x	-4%

Shown with two lines to a compound: part of the list above
Values in the order: D1 PAM | LDHA block | D1 agonist | D2 PAM | D1 antag | Vif-A3F inh | Vif-APOBEC3G blk | RXFP1 agonist | GRP78 ERSR act
- CC1CCN(c2ccc3nnc(CCC(=O)N4CCN(c5ccccc5F)CC4)n3n2)CC1
→ 1 | -1 | 1 | -3 | 15 | -11% | -1% | -0.6% | 1%
- CCC(=O)N1CCC2(CC1)Oc1ccc(Cl)cc1C(=O)C21CC(c2cccnc2)=NO1 (stereo not drawn)
→ -3 | 4 | 5 | -5 | 3 | -7% | -6% | 1.6% | 0%
- Cc1cc(S(=O)(=O)N2CCc3ccccc3C2)ccc1F
→ -5 | -3 | 1 | 6 | -23 | 1% | -2% | 2.1% | -4%

Next part
SMILES	D1 PAM	LDHA block	D1 agonist	D2 PAM	D1 antag	Vif-A3F inh	Vif-APOBEC3G blk	RXFP1 agonist	GRP78 ERSR act
COCCNCCCOc1ccc(C(C)(C)c2ccccc2)cc1	0	-33*	17	3	1	1%	0%	0.3%	-7%
O=C(Nc1nnc(-c2ccccc2)o1)C1CCCCC1	-3	-7	2	1	4	-3%	-6%	0.2%	9%
COc1ccc(NS(=O)(=O)c2cccc(NC(=O)NC3CCCCC3)c2)cc1	0	-3	4	-8	-6	1%	0%	-1.8%	-3%
O=C(Nc1ccc(Cl)cc1)c1ccc(S(=O)(=O)N2CCOCC2)cc1	-9	-7	4	-5	-7	-5%	0%	-1.9%	8%
Cc1cc(C(=O)CC#N)c(C)n1-c1ccc(OC(F)F)cc1	2	-8	5	5	-2	-10%	5%	0.5%	0%
O=C1CCCN1CCCN=c1c([N+](=O)[O-])nn(-c2ccc(Cl)cc2)n1O	-5	8	1	6	-2	-1%	u	-0.2%	-7%
Oc1ccccc1-c1cc(-c2ccccc2)n[nH]1	x	-1	x	x	x	-6%	-8%	x	1%
Cn1c(=O)c([N+](=O)[O-])c(NCc2ccc3c(c2)OCO3)c2ccccc21	-1	3	2	-2	-21	6%	0%	0.4%	-2%
CCOC(=O)C1=C(COC(=O)CNC(=O)c2ccc(Cl)cc2Cl)NC(=O)NC1C (stereo not drawn)	3	-5	3	-11	-11	0%	-1%	1.3%	-4%
COc1cc2c(cc1OC)C(c1cccc([N+](=O)[O-])c1)NC(=O)C2 (stereo not drawn)	-5	-10	0	-1	-11	4%	-2%	12%	-3%
CCN(CC)Cc1ccccc1CNC(=O)c1cccc(S(=O)(=O)Nc2ccc3c(c2)OCO3)c1	x	5	12	-36	-4	-5%	0%	2.0%	-1%
CC(C)(C)C1CCc2c(sc3c2C(=O)NC(c2ccco2)N3)C1 (stereo not drawn)	-1	6	0	1	-3	-24%	1%	1.8%	4%
O=C(NCc1ccc(F)cc1)C1C2C=CC3(CN(Cc4cccnc4)C(=O)C13)O2 (stereo not drawn)	-4	0	4	5	8	-13%	0%	-2.9%	-2%
CCCc1cc(=O)[nH]c(SCC(=O)NC2CCCCC2)n1	-6	1	3	-1	-1	-1%	3%	2.1%	-1%
COC(=O)c1ccccc1NC(=O)C(=O)NCc1ccncc1	0	-11	2	-1	4	-5%	-5%	-1.6%	-1%
Cc1cccn2c(=O)c3cc(C(=O)NC4CCCC4)c(=N)n(Cc4ccc(F)cc4)c3nc12	-8	-3	0	0	13	-5%	-1%	4.0%	-6%
CN1CCN(/N=C/c2ccc(-c3ccc([N+](=O)[O-])cc3Cl)o2)CC1	-9	-10	52*	-8	-8	u	-19%	-0.1%	2%
O=C(/C=C/c1ccco1)Nc1ccccc1C(=O)O	5	1	1	-2	-4	-1%	-2%	1.7%	-6%
CCOc1ccccc1NC(=O)CSc1nc2c(oc3ccccc32)c(=O)n1Cc1ccco1	-3	-8	4	-4	17	3%	3%	1.4%	-1%
NC(=O)SCC(=O)Nc1ccccc1C(=O)O	-1	0	0	13	-1	-2%	-1%	1.1%	-2%
Cc1ccc([N+](=O)[O-])cc1S(=O)(=O)Nc1ccc(N2CCOCC2)cc1	-7	-4	5	-1	-11	1%	1%	-0.5%	-4%
COc1ccc(NC(=O)CCN2C(=O)NC3(CCCC3)C2=O)cc1Cl	-2	-1	4	10	-5	-1%	-2%	-0.5%	1%
Cn1c2ccccc2c2nnc(SCC(=O)NC3CCCC3)nc21	-9	-3	1	-9	3	5%	-4%	25%	-2%
O=C(c1ccc([N+](=O)[O-])cc1)N1CCSC1c1ccccc1Cl (stereo not drawn)	-4	-4	0	8	14	-8%	0%	0.3%	-2%
Fc1ccc(NC(=S)Nc2ccccc2Cl)cc1	-2	-4	3	-6	4	4%	1%	-0.1%	4%

Next section.
SMILES	D1 PAM	LDHA block	D1 agonist	D2 PAM	D1 antag	Vif-A3F inh	Vif-APOBEC3G blk	RXFP1 agonist	GRP78 ERSR act
COc1ccc(CCNC(=O)C(=O)Nc2ccc(C)c(C)c2)cc1OC	0	-11	7	3	-16	-1%	-2%	0.4%	6%
COC(=O)[C@H](Cc1ccccc1)N1C/C=C\COc2c(Cl)cc(Cl)cc2S1(=O)=O	x	0	x	x	x	3%	2%	x	-3%
Cn1cccc1/C=N/n1c(-c2ccc(C(C)(C)C)cc2)n[nH]c1=S	0	1	1	29	11	-1%	-8%	4.9%	6%
COc1ccc(/C=C/C(=O)NCCCNC(=O)/C=C/c2ccc(OC)c(OC)c2)cc1OC	x	-5	x	x	x	-6%	-1%	x	-4%
O=S(=O)(NCc1cccs1)c1cccc(S(=O)(=O)N2CCCCC2)c1	3	6	8	-22	-19	-2%	0%	2.7%	-6%
CSc1ccccc1-n1nnnc1SCC(=O)Nc1cc(C)ccc1C	-3	-11	6	2	4	-4%	0%	1.3%	-5%
COc1cc(OC)cc(C(=O)NNC(=O)c2ccc(S(=O)(=O)N3CC(C)OC(C)C3)cc2)c1 (stereo not drawn)	1	-2	4	-12	-2	-9%	-4%	-0.7%	-4%
Cc1cc(C)n2nc(SCC(=O)Nc3c(C)nn(-c4ccccc4)c3C)nc2n1	11	4	2	-5	-1	-6%	-4%	-0.6%	-7%
COc1ccc(NC(=O)C(NC(C)=O)C(=O)NCc2ccccc2Cl)cc1 (stereo not drawn)	4	-9	0	-6	10	-4%	-2%	-0.6%	-7%
